# High-throughput results from PubChem BioAssay.
# S100A4 inh HTS: inhibitors of human S100A4 binding to myosin IIA peptide; S100A4/TAMRA-MyoIIA peptide fluorescence polarization; inhibition, % at 10.7 µM; AID 652163; 0.14% of 360,000 active;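 active = mean inhibition of at least 70% across replicates, with every replicate also reaching that level; inconclusive = mean inhibition reaches 70% but some replicates fall short; inactive = mean inhibition below 70%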
# Target sequence (P26447 whole entry, looked up): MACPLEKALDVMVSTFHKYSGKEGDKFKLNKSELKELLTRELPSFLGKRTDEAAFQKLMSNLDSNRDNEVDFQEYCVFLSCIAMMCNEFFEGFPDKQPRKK
#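 Material: human S100A4 monomer with TAMRA-labelled myosin IIA peptide; buffer or medium: HEPES pH 7.2 with CaCl2, KCl, NaCl, DTT, Triton; compound dosing: one concentration per compound; schedule: 5 min incubation before reading; benchmarks: neutral control DMSO, positive control TFP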
# CASP6 VEID inh: blocks human caspase-6 cleavage activity. P55212. purified caspase-6, Z-VEID-R110 cleavage fluorescence. inhibition, % at 12.5 µM. 0.53% of 350,000 active. AID 686996;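 active = mean inhibition across replicates at least about 35%, with every replicate also reaching that limit, limit read from the data; inconclusive = only one of the two criteria met; inactive = neither criterion met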;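 note: 0% = median of neutral control wells and 100% = no fluorescence left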
# Target sequence (P55212 24-179 limits assumed): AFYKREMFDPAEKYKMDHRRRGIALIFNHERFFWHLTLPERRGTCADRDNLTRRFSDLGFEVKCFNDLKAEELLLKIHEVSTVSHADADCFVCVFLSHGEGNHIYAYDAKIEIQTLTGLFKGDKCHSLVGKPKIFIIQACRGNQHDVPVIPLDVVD
# Target sequence (P55212 194-293 limits assumed): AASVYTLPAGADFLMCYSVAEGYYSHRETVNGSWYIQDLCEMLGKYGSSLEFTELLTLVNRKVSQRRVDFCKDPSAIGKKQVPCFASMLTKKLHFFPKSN
# LGR2 inh: blocks bursicon-induced cAMP signaling via Drosophila LGR2 | HEK293 LGR2, CRE-luciferase, bursicon-stimulated, 4 h | inhibition, % at 9.99 µM | 0.35% of 380,000 active;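 active = drop in luminescence signal, shown as inhibition above about 50% in the replicate tests, limit read from the data, passing the limit was not always enough; inconclusive = probably only some replicates passing the limit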;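 note: agonist challenge used bursicon conditioned medium at about half maximal strength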
# esBAF inh: SWI/SNF esBAF complex inhibition; mouse ES cells, Bmi1-luciferase knock-in reporter, 24 h; 100% = twice the neutral-well signal; reporter increase, % at 12.5 µM; 2% of 350,000 active; AID 602393; in the data active = activation above about 40%; inconclusive = no clear call, values can overlap the other calls;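 note: 0% = median of the plate's neutral control wells and 100% = double that signal; a rise in the Bmi1 reporter signal indicates esBAF inhibition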
# SIRT5 block: sirtuin-5 (human) deacylase inhibition. Q9NXA8. Purified SirT5, succinyl-peptide AMC, trypsin-coupled fluorescence. inhibition, % at 15 µM. 1.1% of 330,000 active; in the data active = inhibition above about 15%; inconclusive = no clear call, values can overlap the other calls
# Target sequence (Q9NXA8 whole entry, looked up): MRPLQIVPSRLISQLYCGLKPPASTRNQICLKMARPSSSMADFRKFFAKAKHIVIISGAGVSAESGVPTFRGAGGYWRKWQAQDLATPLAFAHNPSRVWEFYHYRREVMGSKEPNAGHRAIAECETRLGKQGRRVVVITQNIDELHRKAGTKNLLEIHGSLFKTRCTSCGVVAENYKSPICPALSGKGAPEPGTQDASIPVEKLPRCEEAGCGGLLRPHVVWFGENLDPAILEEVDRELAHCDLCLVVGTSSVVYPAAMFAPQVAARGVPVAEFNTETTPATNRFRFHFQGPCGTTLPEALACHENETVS
# C2C12 statin: suppressors of simvastatin-induced myotoxicity in C2C12 myotubes. rescue of ATP level, % at 7.49 µM. AID 602340. 0.78% of 330,000 active. ATP luminescence, 48 h; scaled: DMSO 0, geranylgeraniol control 100;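 active = mean ATP rescue above about 67%, or every replicate alone reaching that limit, limit read from the data, passing the limit was not always enough; inconclusive = no clear call, values can overlap the other calls; inactive = mean under the limit and some replicate under it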;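 note: myotubes were challenged with 10 µM simvastatin during compound exposure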
# FN deposition inh: fibronectin deposition inhibition; AH1F fibroblasts, Alexa488-fibronectin deposition fluorescence, overnight; inhibition, % at 12.6 µM; 0.086% of 350,000 active;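 active = mean inhibition across replicates of 30% or more, regardless of how many single replicates reach that level; inconclusive = mean under 30% yet at least half of replicates reach 30%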;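 note: positive control wells lacked labelled fibronectin entirely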
#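 material = AH1F fibroblast monolayer depositing Alexa488-labelled fibronectin into matrix | amount = 10000 AH1F cells/well | buffer or medium = DMEM plus 2% serum, read in PBS | incubation = 1 h cell adhesion before compound, then overnight fibronectin incubation | detection = fluorescence at 485 nm excitation, 525 nm emission | evaluation = percent inhibition as loss of matrix-bound fibronectin fluorescence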
# Starred values were filed as active, the others as inactive; ? = inconclusive; · = no result given; & = joins results of further samples; ! = repeats disagree. Only part of the results is shown (hit frequency here may not be typical).
SMILES,S100A4 inh HTS,CASP6 VEID inh,LGR2 inh,esBAF inh,SIRT5 block,C2C12 statin,FN deposition inh
C[C@H](CO)N1C[C@H](C)[C@@H](CN(C)Cc2ccc3c(c2)OCO3)Oc2ccc(NS(=O)(=O)c3ccc(Cl)cc3)cc2C1=O,8,1,2,-6,-1,34,-2
CCN(CC)CCNC(=O)c1ccc(Cl)c(S(=O)(=O)Nc2ccc(Cl)cc2)c1,-1,-14,0,-1,-1,-7&-12,4
COC(=O)Cc1nnn2c1[C@H](C)[C@H](c1ccccc1[N+](=O)[O-])OCC2,11,-6,14,·,·,·,4
C[C@@H](NC(=O)[C@@H]1[C@@H](CO)[C@@H]2Cn3c(ccc(C4=CCCC4)c3=O)[C@@H]2N1C)c1ccccc1,-11,2,-13,-6,-8,-3,·
COC(=O)c1ccc(NC(=S)NCCc2ccc(OC)cc2)cc1,-5,·,?,-1,0,-1,-1
O=C(NCCNC(=O)c1ccc(-c2cccc(Cl)c2)o1)c1cnccn1,4,-1,-17,2,-2,-59,2
CCCNC(=O)N(C)C[C@@H]1Oc2ncc(-c3cccc(C#N)c3)cc2C(=O)N([C@H](C)CO)C[C@H]1C,22,-1,-13,-4,-3,6,·
C[C@@H]1CN([C@@H](C)CO)C(=O)c2cc(NC(=O)Nc3ccccc3)ccc2O[C@@H](C)CCCCO[C@@H]1CN(C)C(=O)Cc1ccccc1,-10,1,-2,-2,2,·,2
Cc1nn(CC(=O)Nc2ccccn2)c(C)c1[N+](=O)[O-],·,·,3,-2,·,24,·
OC[C@H]1[C@H](c2ccc(-c3ccccc3)cc2)[C@H]2CN(Cc3cncnc3)CCCCN21,-6,-10,-18,·,-1,·,·
C/C(N)=C(/C#N)C(=O)COC(=O)c1cccc(C)c1O,-4,3,-2,17,-11,5,7
COc1cc(N2C(=O)c3ccccc3C2=O)c(Cl)cc1C(=O)OCC(=O)N(C)C,-3,2,23,·,-7,·,-5
CCC(=O)N1[C@H](CNC(=O)CN(C)C)[C@@H](c2ccc(C3=CCCC3)cc2)[C@@H]1CO,7,-2,-11,-2,1,-19,·
O=C(COc1ccc(Cl)cc1)Nc1ccc(Cc2ccncc2)cc1,·,·,-1,-4,·,-5,-7
CC(C)NC(=O)Nc1ccc2c(c1)C(=O)N([C@@H](C)CO)C[C@H](C)[C@H](CN(C)Cc1ccc(C(=O)O)cc1)OCCCC[C@@H](C)O2,2,16,-4,-4,3,·,4
Cc1nn(Cc2noc(C(=O)NCc3ccc(F)cc3)n2)c(C)c1Br,1,4,3,3,-6,-2,-2
O=C(O)CCN1C(=O)CC(N2C(=O)/C(=C/c3ccc(Cl)cc3)SC2=S)C1=O (configuration not stated),-13,23,-8,·,8,·,6
Cc1noc(C)c1NC(=O)N(C)C[C@H]1Oc2c(NS(=O)(=O)c3ccc(F)cc3)cccc2C(=O)N([C@H](C)CO)C[C@H]1C,-5,4,9,5,-1,-3,·
Oc1c(Br)cc(C2N=C(c3ccccc3Cl)NO2)cc1Br (configuration not stated),·,·,·,6,·,-4,0
Cc1ccc(-n2c(=O)c3sccc3n(CC(=O)NCc3ccco3)c2=O)cc1F,·,·,·,4,·,6,-2
Cc1ccc(N2NC3(CCN(C(N)=O)CC3)NC2=O)cc1,7,1,-2,·,-2,·,2
Cc1cc(-c2ccccc2)nc(N/N=C/c2ccccc2F)n1,0,1,·,56*,-1,-4,1
CCCCN1C(=O)C(CC(=O)NCC2CCCCC2)CC(C(=O)N(CC)CC)=C1C (configuration not stated),-15,-2,3,5,17*,-5,4
Cc1noc(C)c1S(=O)(=O)Nc1ccc2c(c1)C(=O)N([C@H](C)CO)C[C@H](C)[C@@H](CN(C)C(=O)c1ccncc1)OCCCC[C@@H](C)O2,9,-4,3,3,-3,·,·
C(=NOCc1ccccc1)c1cccnc1,-4,-3,-46,58*,-2,2,-2
S=C(NCCCCNC(=S)NCc1ccccc1)NCc1ccccc1,21,-2,-1,5,-3,5,1
COc1ccc(C(=O)N2CCc3ccccc32)cc1,·,·,·,68*,·,-4,3
CCCCNS(=O)(=O)c1ccc2nc(-c3cccnc3)cc(C(=O)NC3CC3)c2c1,6,0,-18,10,-1,-1,-1
CN(C)CC(=O)Nc1ccc2c(c1)[C@@H]1C[C@@H](CC(=O)NCc3ccc(-c4ccccc4)cc3)O[C@@H](CO)[C@@H]1O2,2,-2,-12,1,-5,-5,-29
CC1(C)CC(c2nc(-c3ccccc3)cs2)CCS1 (configuration not stated),-1,-16,8,·,-2,·,·
Cc1ccc(C(=O)NC(C(=O)OCc2cn3cc(Cl)ccc3n2)C(C)C)cc1 (configuration not stated),0,-1,-1,-2,1,6,0
O=C(COC(=O)CNC(=O)c1ccccc1)Nc1ccc(Cl)cn1,6,-1,1,-10,-2,4,-3
O=C(C1CC1)N1CC(=O)N2[C@H](C1)[C@@H](c1ccc(C#Cc3cccc(F)c3)cc1)[C@@H]2CO,4,1,5,·,-3,·,0
Cc1cc2c(cc1C)NC1(C[C@H]3CCC(=O)N4CC[C@@H](C1)[C@@H]34)C(=NC(C)(C)CC(C)(C)C)N2 (some centres not stated),-1,1,·,4,1,19,9
O=C1NCN(C2CCCCC2)CN1,5,2,9,-3,4,9,11
C[C@H]1CCCCO[C@H](CN(C)S(=O)(=O)c2cccs2)[C@@H](C)CN([C@@H](C)CO)C(=O)c2cc(NS(=O)(=O)c3ccc(F)cc3)ccc2O1,25,-1,3,-6,8,·,3
O=C(NCC[C@H]1CC[C@H](NC(=O)Nc2cc(F)ccc2F)[C@H](CO)O1)Nc1ccc(F)cc1,8,-3,30,6,-5,-2,·
CC1CCN(CCCNC(=O)c2cn(C)c3ccc(S(=O)(=O)N4CCCC4)cc3c2=O)CC1,2,1,·,-8,0,2,-3
O=C(CSC1=NCCS1)Nc1ccc(F)cc1,3,0,24,·,·,·,-2
CCNc1ccccc1C(=O)O,29,8,6,-5,0,5,·
CCN(CC)C(=O)c1sc(NC(=O)c2cccs2)c(C#N)c1C,2,-3,·,·,-3,·,-4
COc1ccccc1C(=O)NNC(=O)c1cccc([N+](=O)[O-])c1,-3,0,·,·,-1,·,5
COc1cc(C(=O)NC(C)c2cccc3ccccc23)cc(OC)c1OC (configuration not stated),0,-1,7,-2,-4,22,-12
Cc1ccccc1NC(=O)CCS(=O)(=O)c1cccc2nonc12,-4,-1,3,2,-4,-5,-1
CC(=O)Nc1cc2nc(C)n(Cc3ccc([N+](=O)[O-])cc3)c2nc1C,1,-2,7,0,1,9,-3
Cc1ccc(NC(=O)C(C)c2ccc([N+](=O)[O-])cc2)cc1Cl (configuration not stated),-3,-1,·,·,0,·,-5
CCN(CC)CCNC(=O)c1cc(-c2cccnc2)nc2ccc(S(=O)(=O)N3CCC(C)CC3)cc12,-2,·,6,-4,-2,2,-6
CC(C)NC(=O)Nc1ccc2c(c1)C(=O)N([C@H](C)CO)C[C@@H](C)[C@@H](CN(C)C(=O)Nc1ccccc1)OCCCC[C@@H](C)O2,10,0,9,·,1,·,-9

# Printed as active in SIRT5 block (from the list above):
SMILES,S100A4 inh HTS,CASP6 VEID inh,LGR2 inh,esBAF inh,SIRT5 block
CCCCN1C(=O)C(CC(=O)NCC2CCCCC2)CC(C(=O)N(CC)CC)=C1C (configuration not stated),-15,-2,3,5,17*

# Part of the list above, set out differently.
structure | S100A4 inh HTS | CASP6 VEID inh | LGR2 inh | esBAF inh | SIRT5 block | C2C12 statin | FN deposition inh
Cc1ccc(N2NC3(CCN(C(N)=O)CC3)NC2=O)cc1 | 7 | 1 | -2 | · | -2 | · | 2
Cc1cc(-c2ccccc2)nc(N/N=C/c2ccccc2F)n1 | 0 | 1 | · | 56* | -1 | -4 | 1

# Other records.
SMILES,S100A4 inh HTS,CASP6 VEID inh,LGR2 inh,esBAF inh,SIRT5 block,C2C12 statin,FN deposition inh
COCC#Cc1cnc2c(c1)C(=O)N([C@H](C)CO)C[C@H](C)[C@@H](CN(C)C(=O)c1cnccn1)O2,4,1,-2,-2,4,9,·
C[C@@H]1CCCCO[C@@H](CN(C)C(=O)Nc2ccccc2)[C@H](C)CN([C@H](C)CO)C(=O)c2cc(NS(C)(=O)=O)ccc2O1,2,2,7,-6,-1,·,8
Cc1ccc(NC(=O)CCNS(=O)(=O)c2cccs2)cc1F,-4,2,-36,25,-1,-12,-8
O=Cc1ccc(-c2ccc(F)cc2)o1,1,0,39,2,-1,3,·
COc1cccc(-c2cc(C(F)(F)F)nc(N3CCCCC3)n2)c1,·,·,·,1,·,3,-1
CCOc1ccc(N2CC(C(=O)NCCN3C(=O)S/C(=C/c4cccnc4)C3=O)CC2=O)cc1 (configuration not stated),-4,-1,13,1,2,-2,1
O=C(C1CC1)N1CCN(C(c2ccccc2)c2ccccc2)CC1,·,·,·,-7,·,3,3
COc1ccc(NC(=O)Cn2nnc(C(=O)NCc3cccs3)c2N)cc1Cl,2,-2,-8,1,-2,3,-1
COc1ccc(-c2cc(C(=O)Nc3cc(OC)cc(C(=O)Nc4cccc(C(F)(F)F)c4)c3)[nH]n2)cc1,-3&0,2&2,-13,48*!,-4&-2,-32&-55,-5&10
COc1ccc(/C=C(/NC(=O)c2ccccc2)C(=O)N2CCCCC2)cc1,-2,-4,-13,7,0,4,1
COCCNC(=O)Cc1c(C)c2c(cc(C)c3c(C(C)(C)C)coc32)oc1=O,7,11,-5,9,0,-21,2
CC(C)CC#Cc1cnc2c(c1)C(=O)N([C@H](C)CO)C[C@H](C)[C@@H](CN(C)S(=O)(=O)c1ccccc1)O2,2,-2,18,3,3,-2,·
CCOc1ccc(C2C(C#N)=C(N)N(N(C)C)C3=C2C(=O)CCC3)cc1 (configuration not stated),-9,-1,-3,7,-4,11,-6
CCCCN1C(=O)NC(c2ccc(OC)cc2)C(C(=O)OCc2ccccc2)=C1C (configuration not stated),-11,-1,1,7,·,5,-4
CS(=O)(=O)N(CC(=O)Nc1cccc(Cl)c1)c1ccccc1Cl,·,·,·,-2,·,-1,2
N#Cc1cc2nc(O)c(O)nc2cc1[N+](=O)[O-],12,8,·,0,3,2,1
CC(c1ccccc1)N(C)CC(=O)NC(=O)NCCC1=CCCCC1 (configuration not stated),7,3,12,4,3,-1,7
COc1ccc2c3c([nH]c2c1)[C@H](CO)N(C(=O)C1CCC1)CC31CN(Cc2nccs2)C1,-1,-2,-2,·,10,·,·
Cc1cccc(CNC(=O)c2ccc3c(c2)N(C)CCS3)c1,1,0,-1,17,-13,10,2
COc1ccc(N2C(=O)c3ccccc3C2O)cc1 (configuration not stated),2,-5,-26,27,2,-9,5
COc1cccc(C(=O)Nc2ccc3c(c2)C(=O)N(C)[C@@H]2CC[C@@H](CC(=O)NCC(F)(F)F)O[C@@H]2CO3)c1,8,·,18,-2,-3,24,-3
O=C(c1cccs1)N1CCCC(c2nc3c(nnn3Cc3c(Cl)cccc3Cl)c(=O)[nH]2)C1 (configuration not stated),-5,5,-4,2,0,-1,9
C[C@H](CO)N1C[C@H](C)[C@H](CN(C)Cc2ccc(F)cc2)OCc2ccccc2-c2c(n(C)c3ccccc23)C1=O,-6,1,8,·,1,·,6
COc1cc(/C=N/NC(=O)c2ccncc2)ccc1OC(=O)c1ccco1,0,-1,2,0,-2,20,1
NC(=O)c1nnsc1Sc1c(C(N)=O)nnn1-c1cccc(N)c1,-9,5,17,·,-4,·,0
